14-3-3g Raf: modulators of human 14-3-3 gamma - Raf peptide interaction. inhibition, % at 40 µM. P61981. FP, 14-3-3gamma / TMR-pS259-Raf peptide binding. hit rate 0.19% among 160,000; in the data active means inhibition above about 30%;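 further: 0% = protein plus tracer without compound and 100% = blank with tracer alone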
Target sequence (P61981 whole entry, looked up): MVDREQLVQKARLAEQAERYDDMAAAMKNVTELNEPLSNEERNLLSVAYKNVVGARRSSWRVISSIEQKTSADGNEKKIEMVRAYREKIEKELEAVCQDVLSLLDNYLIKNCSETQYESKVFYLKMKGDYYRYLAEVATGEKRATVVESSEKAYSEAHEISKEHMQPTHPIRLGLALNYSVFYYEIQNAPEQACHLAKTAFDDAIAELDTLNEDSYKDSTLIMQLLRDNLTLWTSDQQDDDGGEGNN
Active calls of the source: *; & = joins results of further samples. Not all compounds are listed, so the mix of outcomes need not match the whole.

14-3-3g Raf | smiles
-14 | CCOc1ccc2nc(NC(=O)C3CCCN(S(=O)(=O)c4cccs4)C3)sc2c1 (stereo not drawn)
4 | CCS(=O)(=O)N1CCC(C(=O)NCCCN2CC(C)CC(C)C2)CC1 (stereo not drawn)
-1&-13 | Cn1c(C(=O)NCC2CCCO2)cc2c(=O)[nH]c3ccccc3c21 (stereo not drawn)
-8 | COc1ccccc1N1CCN(C(=O)CSc2nc3ccccc3c(=O)n2CC2CCCO2)CC1 (stereo not drawn)
2 | O=C(Nc1cc2ccccc2oc1=O)c1ccc(Br)cc1
-5 | Cc1ccc(Cl)cc1N1CCN(C(=O)C2CCC(=O)N2C(C)C)CC1 (stereo not drawn)
1 | CC(=O)N(c1ccc2ccccc2c1)S(=O)(=O)c1ccc(Cl)cc1
0 | CC1CSc2nnc(CCc3ccccc3)n21 (stereo not drawn)
-1 | COc1ccc(C2(C(=O)NCCCN3CCOCC3)CCOCC2)cc1
-1 | [O-]/[N+](=C/c1cccnc1)c1ccc(Br)cc1
-8 | COc1cccc(NC(=O)Cn2cnc3sc(C)c(S(=O)(=O)N4CCN(C)CC4)c3c2=O)c1
-16 | CC(CN=Cc1ccc(O)c2ccccc12)N=Cc1ccc(O)c2ccccc12 (stereo not drawn)
-2 | O=C(CCS(=O)(=O)c1cccc2nonc12)NCc1cccs1
-5 | CCCSC1=N/C(=C\c2ccsc2)C(=O)S1
-175 | CCn1c(C)[n+](CC)c2ccc(S(=O)(=O)Nc3ccccc3)cc21
4 | CCn1c(SC/C=C/c2ccccc2)nnc1-c1cccs1
-1 | CC1CC(C)CN(S(=O)(=O)N2CCCC(C(=O)NCCCN3CCCCC3)C2)C1 (stereo not drawn)
-11 | COc1ccccc1-c1coc2cc(OC(=O)C(C)C)ccc2c1=O
4 | Cn1c(COc2ccccc2)nnc1SCc1cc(=O)[nH]c2ccccc12
-2 | Cc1ccc(-n2nc3c(c2NC(=O)c2cccc(F)c2)CS(=O)(=O)C3)c(C)c1
-3 | CC(=O)Nc1ccccc1C(=O)N1CCc2ccccc21
-131 | O=[N+]([O-])c1ccc(O)c(C=Nc2ccc3nc(-c4ccc(Cl)cc4)oc3c2)c1
-14 | Cc1oc(-c2cccc(Br)c2)nc1CN1CCC(C(=O)NC(C)CCc2ccccc2)CC1 (stereo not drawn)
1 | O=C(Nc1cccc(C(F)(F)F)c1)c1noc2c1CCCC2
-8 | COc1ccc(C(CNC(=O)COc2ccccc2C#N)N2CCOCC2)cc1 (stereo not drawn)
-12 | CCOc1ccc(NC2=NC3(CCCCC3)N=C(N)N2)cc1
-3 | COC(=O)c1c(NC(=O)Cn2cc([N+](=O)[O-])cn2)sc2c1CCC(C(C)(C)C)C2 (stereo not drawn)
-6 | CCC(=O)N1CCc2cc(Br)cc(S(=O)(=O)CCC(=O)Nc3cccc(Cl)c3)c21
-18 | COc1ccc(NC(=O)CCCn2c3ccccc3c(=O)c3ccccc32)cc1Cl
-5 | Cc1ccc(C)c2[nH]c(=O)c(C(c3nnnn3C3CCCC3)N3CCOCC3)cc12 (stereo not drawn)
-10 | Cc1cccc(NC(=O)c2c(NC(=O)C(F)(F)F)sc3c2CCCCC3)c1
-4 | CC1CCCC(C)N1C(=O)c1ccccc1 (stereo not drawn)
-9 | Cc1ccccc1NC(=O)CN(Cc1ccccc1)S(=O)(=O)c1ccc(Br)cc1
-2 | CN(Cc1ccccc1)C(=O)c1cc2n(n1)C(C(F)(F)F)CC(c1ccccc1)N2 (stereo not drawn)
0 | COc1ccc(C(=O)NCc2nnc(SCC=Cc3ccccc3)o2)cc1
-10 | Cc1cc(C)c(S(=O)(=O)N2CCCN(S(=O)(=O)c3cc(Br)c(C)cc3C)CC2)cc1Br
-6 | CCn1c(SCC(=O)Nc2nc(C)c(C)s2)nnc1-c1cccnc1
-4 | Cc1sc2ncnc(Oc3cccc4cccnc34)c2c1C
4 | CC1CCCCC1NS(=O)(=O)c1ccc(-n2cnnn2)cc1 (stereo not drawn)
-5 | Cn1c(Cc2ccccc2)nnc1SCC(=O)N1CCN(c2ccccc2)CC1
-3 | CN1CCN(CCCNC(=O)c2cc3c(=O)n(C)c4ccccc4c3s2)CC1
4 | CCCCc1ccc(N=Cc2cc([N+](=O)[O-])ccc2O)cc1
-10 | CNCC[C@H](Oc1ccc(C(F)(F)F)cc1)c1ccccc1
-3 | COc1cc(OC)c(C2N(C)c3ccccc3N2C)cc1OC
-6 | COC(=O)c1c(NC(=O)COc2ccc(Cl)c(C)c2)sc2c1C(C(=O)OC)CC2 (stereo not drawn)
3 | CCOC(=O)c1cn(CC)c2cc(Cl)c([N+](=O)[O-])cc2c1=O
-6 | CCC(C)NC(=O)C1CCC(Cn2c(=O)[nH]c3ccccc3c2=O)CC1 (stereo not drawn)
-1 | CC12CC(NC(=S)N1c1ccc(F)cc1)c1cc(Cl)ccc1O2 (stereo not drawn)
-6 | Cc1c(C(c2cc3c(cc2Br)OCO3)c2c(C)n(C)n(-c3ccccc3)c2=O)c(=O)n(-c2ccccc2)n1C
-20 | O=c1oc2cc3occ(-c4ccc(Cl)cc4)c3cc2c2c1CCC2

A draw from above in order of SMILES length, rising:
14-3-3g Raf | smiles
-4 | CC1CCCC(C)N1C(=O)c1ccccc1 (stereo not drawn)
-4 | Cc1sc2ncnc(Oc3cccc4cccnc34)c2c1C
-3 | COc1cc(OC)c(C2N(C)c3ccccc3N2C)cc1OC
-12 | CCOc1ccc(NC2=NC3(CCCCC3)N=C(N)N2)cc1
4 | CC1CCCCC1NS(=O)(=O)c1ccc(-n2cnnn2)cc1 (stereo not drawn)
-10 | CNCC[C@H](Oc1ccc(C(F)(F)F)cc1)c1ccccc1
4 | CCCCc1ccc(N=Cc2cc([N+](=O)[O-])ccc2O)cc1
-6 | CCn1c(SCC(=O)Nc2nc(C)c(C)s2)nnc1-c1cccnc1
3 | CCOC(=O)c1cn(CC)c2cc(Cl)c([N+](=O)[O-])cc2c1=O
-10 | Cc1cccc(NC(=O)c2c(NC(=O)C(F)(F)F)sc3c2CCCCC3)c1
-5 | Cc1ccc(C)c2[nH]c(=O)c(C(c3nnnn3C3CCCC3)N3CCOCC3)cc12 (stereo not drawn)
-6 | COC(=O)c1c(NC(=O)COc2ccc(Cl)c(C)c2)sc2c1C(C(=O)OC)CC2 (stereo not drawn)
-6 | CCC(=O)N1CCc2cc(Br)cc(S(=O)(=O)CCC(=O)Nc3cccc(Cl)c3)c21
-3 | COC(=O)c1c(NC(=O)Cn2cc([N+](=O)[O-])cn2)sc2c1CCC(C(C)(C)C)C2 (stereo not drawn)
-10 | Cc1cc(C)c(S(=O)(=O)N2CCCN(S(=O)(=O)c3cc(Br)c(C)cc3C)CC2)cc1Br
-6 | Cc1c(C(c2cc3c(cc2Br)OCO3)c2c(C)n(C)n(-c3ccccc3)c2=O)c(=O)n(-c2ccccc2)n1C

New compounds follow:
14-3-3g Raf | smiles
-5 | CCCNC(=O)Cn1cccc1C(=O)c1ccccc1
5 | O=C(NC1CCCc2ccccc21)c1cc2c(=O)oc3ccccc3c2s1 (stereo not drawn)
0 | O=C(CCN1C(=O)C2C3C=CC(CC3)C2C1=O)Nc1nccs1 (stereo not drawn)
-3 | O=c1oc2ccccc2c(N2CCC(c3ccccc3)C2)c1[N+](=O)[O-] (stereo not drawn)
-2 | COc1cccc(N2CCN(C(=O)CCNS(=O)(=O)c3cccc4nonc34)CC2)c1
-11 | Clc1ccc2nc(CN3CCCc4ccccc43)cn2c1
3 | CCOC(=O)c1ccc(-n2cc3c(c2-c2ccc(C)cc2)c(=O)n(C)c(=O)n3C)cc1
-2 | COc1ccc(CNC(=O)C2CCN(S(=O)(=O)c3c(C)n[nH]c3C)CC2)cc1
-8 | O=C(c1ccccc1)c1coc2ccc(O)c(CN3CCOCC3)c12
-16 | O=C(NCc1ccc2c(c1)OCO2)c1ccc(Cn2c(SCc3ccc([N+](=O)[O-])cc3)nc3cc4c(cc3c2=O)OCO4)cc1
-3 | Cc1cccc(NC(=O)CS(=O)(=O)c2cn(Cc3ccc(F)cc3)c3ccccc23)c1C
-2 | Cc1cc(S(=O)(=O)Nc2ccc3oc4c(c3c2)CC(C)CC4)ccc1Cl (stereo not drawn)
0 | Cc1ccc(NC(=O)CSc2nnc(CNC(=O)c3ccco3)o2)cc1
0 | O=[N+]([O-])c1ccc2nc[nH]c2c1
-7 | CCC(=O)N1CCN(c2ccc([N+](=O)[O-])cc2)CC1
1 | COc1cccc(-n2c(N)c(C(=O)Nc3ccc(C)cc3)sc2=S)c1
0 | CCOc1ccc(CC(=O)Oc2c(S(=O)(=O)c3ccccc3)c(C)nn2C(C)(C)C)cc1
-8 | COC(=O)c1[nH]c2ccc(Cl)cc2c1NC(=O)CN1CCC(C(N)=O)CC1
-11 | CC(=O)N(C1CCCC1)C1CC(=O)N(c2ccc(Cl)cc2)C1=O (stereo not drawn)
5 | COc1cc(C(=O)Nc2nc3ccccc3s2)c(Br)c(OC)c1OC
-86 | Cc1sc2ncnc(SCC(=O)OCC(C)C)c2c1C
-2 | O=C(O)c1ccc(Oc2ccc3c(c2)C(=O)N(c2cccc([N+](=O)[O-])c2)C3=O)cc1
-6 | COc1ccc(C(=O)Nc2nc(-c3cccs3)cs2)cc1
-8 | CCOC(=O)c1sc2ncnc(NCc3ccccc3)c2c1C
2&-6 | NC(=O)c1ccc(C2SCC(=O)N2Cc2ccccc2)cc1 (stereo not drawn)
-9 | O=S(=O)(Nc1ccc2c(c1)nc1n2CCN(Cc2ccccc2)C1)c1ccc(F)cc1
1 | Cc1ccc(C)c(N(C(=O)CCC(=O)Nc2cc(C)on2)C(C(=O)NC2CCCC2)c2ccco2)c1 (stereo not drawn)
-10 | CCSc1nnc(NC(=O)c2csc(C)c2)s1
-24 | COc1cccc(NC(=O)c2ccc(N3CCc4ccccc4C3)c([N+](=O)[O-])c2)c1
-3 | COc1ccc(C(=O)C(CO)Oc2ccccc2OC)cc1OC (stereo not drawn)
-119 | CCCN(CCC)C(=O)CSc1nc2nc(C)cc(C)n2n1
0 | COC(=O)COc1ccc(S(=O)(=O)NCC2CCCO2)cc1Cl (stereo not drawn)
-1 | COc1cc(C2C3C(=O)N(c4ccc(F)cc4)C(=O)C3ON2c2ccccc2)ccc1O (stereo not drawn)
6 | COc1cc([N+](=O)[O-])ccc1N1C(=O)C2C3C=CC(C4CC34)C2C1=O (stereo not drawn)
-6 | COc1ccc(-c2cc(C3CC3)nc(N)c2C#N)cc1
-1 | Cc1cccc(NC(=O)c2cnc3n(c2=O)CCS3)c1
14 | Cn1c(=O)c2c(nc(NCCCO)n2C/C=C/c2ccccc2)n(C)c1=O
-43 | COc1ccc(-c2nc(C#N)c(N3CC(C)OC(C)C3)o2)cc1OC (stereo not drawn)
-9 | CCCCC1CCC(C(=O)Nc2c3c(nn2-c2cccc(Cl)c2)CS(=O)C3)CC1 (stereo not drawn)
4 | CC1(C)Cc2c(c(-c3ccccc3)nc3sc4c(NCCN5CCOCC5)ncnc4c23)CO1
5 | Cc1ccc(C(=O)Nc2ccc3nc(N4CCOCC4)cc(C)c3c2)cc1C
-4 | CCOC(=O)c1cc2c(=O)n3ccccc3nc2n(CC2CCCO2)c1=NC(=O)c1ccccc1F (stereo not drawn)
-4 | CCOC(=O)N1CCN(S(=O)(=O)Cc2ccccc2)CC1
-5 | CC1CCCCC1NS(=O)(=O)c1ccc(F)c(C(=O)Nc2ccccc2Cl)c1 (stereo not drawn)
6 | CCCS(=O)(=O)N1CCN(Cc2ccccc2C(F)(F)F)CC1
-1 | O=C(NCCCN1CCOCC1)C1c2ccccc2Oc2ccccc21
-2 | CCCCNC(=O)C1C2C=CC3(CN(Cc4ccccc4Cl)C(=O)C13)O2 (stereo not drawn)
-15&-34 | CCCn1c(=NC(=O)c2ccco2)c(C(=O)OCC)cc2c(=O)n3ccccc3nc21
-6 | CCc1cc2c(=O)[nH]cnc2s1
2 | Cc1ccc2nc3c(cc(C(=O)NCCc4ccccc4)c(=N)n3Cc3ccco3)c(=O)n2c1

More compounds
14-3-3g Raf | smiles
-1 | COc1cccc(-c2csc(NC(=O)C3CC3)n2)c1
1 | O=C(CCS(=O)(=O)c1ccc(Br)cc1)NCCc1ccccc1
-3&-9 | CCCCc1oc2ccccc2c1C(=O)c1cc(I)c(OCCN(CC)CC)c(I)c1
-12 | CC1(C)S[C@@H]2[C@H](NC(=O)Cc3ccccc3)C(=O)N2[C@H]1C(=O)O
8 | O=c1cc(-c2ccccc2Cl)c2c([nH]1)CCC2
6 | CCOC(=O)C1=C(C)Nc2ncnn2C1c1ccc([N+](=O)[O-])cc1 (stereo not drawn)
-10 | CC(=O)N1CCc2cc(Br)cc(S(=O)(=O)N3CCCC3)c21
-1 | CN1C(=S)SC(C)([N+]([O-])=Cc2ccc(Cl)cc2)C1(C)C (stereo not drawn)
-8 | CCc1ccc2oc(-c3ccc(C)c(NC(=O)CC(C)C)c3)nc2c1
-7 | Cc1ccc(NC(=O)CCc2c(C)nc3ncnn3c2C)cc1
3 | O=C(CN1CCN(Cc2cccc(Cl)c2)C1=O)N1CCCC1
4 | Cc1ccc2oc(=O)cc(CN3CCC(C)CC3)c2c1
0 | O=C(C1CCN(Cc2cc(Cl)ccc2O)CC1)N1CCN(Cc2ccccc2)CC1
-3 | Cc1ccc2nc(NS(=O)(=O)c3ccc(Cl)cc3)c(NCCO)nc2c1
-5 | COc1ccccc1-n1c(SCC(=O)N2CCCCC2)nc2cccnc21
-4 | Cc1cc(Cl)ccc1OCC(=O)NCCC1=CCCCC1
9 | COc1cccc(C2CC(C(F)(F)F)n3ncc(C(=O)NCC4CCCO4)c3N2)c1 (stereo not drawn)
-16 | Cc1c(N=C2NC(=O)C(CC(=O)Nc3ccc(Cl)cc3)S2)c(=O)n(-c2ccccc2)n1C (stereo not drawn)
-5&-3 | COc1ccc(CNC(=O)C2C3C=CC4(CN(Cc5cccnc5)C(=O)C24)O3)cc1 (stereo not drawn)
-2 | NC(=O)c1cccnc1NCc1ccccc1
2 | Cc1c(N=Cc2nc3ccccc3n2C)c(=O)n(-c2ccccc2)n1C
-7 | CC1CCCCC1NC(=O)CCn1nc(-c2ccc(Cl)cc2)ccc1=O (stereo not drawn)
2 | Cc1ccc(Nc2ncc(C(=O)NCCCN3CC(C)CC(C)C3)c3ccccc23)cc1Cl (stereo not drawn)
